High-throughput results from PubChem.
HTT ATP protect: Huntington cell model cytoprotection by ATP luminescence; Potency, µM (titrated, usually from 56.4 µM), without a hit: cytoprotection (ATP increase), hits mostly activators; PC12 HTT-Q103 induced, cytoprotection, ATP luminescence, 40 h; 230,000 tested, 0.14% active;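 further: % of control where 0% means no effect; nearly all actives have a fitted effect of over 45% in size; toxic huntingtin expression switched on by the ecdysone agonist tebufenozide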
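Readout: ATPlite luminescence (ATP level). Model: stable PC12, inducible Htt exon1 Q103-GFP. Inducer: tebufenozide, 100 nM final. Compounds: dose series. No G418 in medium.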
GAA glycogen mod: inhibitors or activators of human alpha-glucosidase glycogen cleavage; recombinant GAA, glycogen substrate, Amplex Red glucose oxidase fluorescence; Potency, µM (series often up to 76.4 µM), without a hit: top-dose activity change, negative = inhibition, most hits filed as inhibitors; 300,000 tested, 0.38% active; P10253;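 further: 0% = full enzyme reaction and -100% = no-enzyme basal signal; the screen sought inhibitors and activators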
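Recombinant enzyme (4 nM final) with compounds titrated up to 77 uM and bovine liver glycogen (30 ug) in citrate pH 5.0, 0.01% Tween-20, 37 C 40 min. Released glucose detected by Amplex Red/glucose oxidase (Ex 573/Em 610); AC50 from Hill fits.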
Tau fibril FP: blocks human tau fibril formation measured by polarization. P10636. K18 P301L tau heparin fibrillization, Alexa594 FP, 6 h. Potency, µM (top dose mostly 57.7 µM), for the others: at the top dose activity, negative = inhibition, most hits filed as inhibitors. 280,000 tested, 0.39% active; further: on the % scale 0 is the no-effect control and ±100 the full control effect; nearly all actives have a fitted effect of over 55% in size
Target sequence (P10636 561-689 P618L limits assumed): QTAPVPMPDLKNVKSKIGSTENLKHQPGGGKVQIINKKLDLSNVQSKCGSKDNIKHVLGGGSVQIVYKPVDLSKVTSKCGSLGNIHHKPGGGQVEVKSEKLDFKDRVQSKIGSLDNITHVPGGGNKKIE
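Human tau K18 […] P301L fragment, 15 uM unlabeled plus 0.24 uM Alexa 594-labeled tau (final), with compound and 20 uM heparin in 100 mM sodium acetate pH 7; 6 hr at 37 C, then Alexa 594 FP read.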
Tau fluor cs: counter-screen for tau fibril formation inhibitors; tau K18 P301L Alexa594 fluorescence, heparin fibrillization; Potency, µM (series often up to 57.7 µM), inactives show at the highest dose activity change, negative = decrease; 280,000 tested, 0.93% active; further: on the % scale 0 is the no-effect control and ±100 the full control effect; nearly all actives have a fitted effect of over 55% in size
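Human K18 P301L tau (15 uM unlabeled plus 0.24 uM Alexa 594-labeled, final) in 100 mM sodium acetate pH 7 was mixed with compound and 20 uM heparin and incubated 6 hr at 37 C.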
GAA inhib: inhibitors of human lysosomal alpha-glucosidase | 200,000 tested, 0.005% active | P10253 | AID 1466 | Potency, µM (titrated, usually from 76.9 µM), without a hit: at the highest dose activity change, negative = inhibition, hits mostly inhibitors | purified human GAA, 4-MU-alpha-glucoside fluorescence;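 further: plate controls were uninhibited enzyme wells for no effect and no-enzyme background for full effect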
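Human alpha-glucosidase, 4 nM, pre-mixed with test compounds before 400 uM 4-methylumbelliferyl substrate; 20 min room temperature at pH 5.0. Fluorescence read after pH 10 stop; AC50 values from Hill-equation fits.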
Tau ThT inhib: blocks human tau fibril formation measured by thioflavin T. P10636. recombinant tau K18 P301L, heparin-induced fibrillization, ThT fluorescence. Potency, µM (top dose mostly 57.4 µM), for the others: top-dose activity, negative = inhibition, hits mostly inhibitors. 270,000 tested, 2.1% active. AID 1460; further: on the % scale 0 is the no-effect control and ±100 the full control effect; nearly all actives have a fitted effect of over 55% in size
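ThT emission at 510 nm, taken 1 hr after adding 30 uM dye, quantifies aggregates formed when 20 uM heparin acts on human tau K18 P301L for 6 hr at 37 C.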
GAA spleen mod: lysosomal alpha-glucosidase (human) modulation; AID 2112; 240,000 tested, 0.006% active; human spleen homogenate, 4-MU-alpha-glucoside fluorescence; P10253; Potency, µM (top dose mostly 79.9 µM), without a hit: at the highest dose activity change, negative = inhibition, most hits filed as inhibitors;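 further: 0% = enzyme with vehicle and -100% = no enzyme basal signal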
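Enzyme source: human spleen homogenate, 1 ug/well. Buffer 50 mM citric acid/K phosphate pH 5.0, 0.01% Tween-20. 4-MU-alpha-glucoside 1 mM; 37 C x 40 min; NaOH/glycine stop; fluorescence.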
GLA spleen mod: inhibitors or activators of human alpha-galactosidase in spleen homogenate; P06280; human spleen homogenate, 4MU-alpha-Gal fluorescence, 40 min; Potency, µM (series often up to 80 µM), for the others: at the top dose activity change, negative = inhibition, actives largely listed as inhibitors; 240,000 tested, 0.008% active;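 further: 0% = enzyme with vehicle and -100% = no enzyme basal signal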
Target sequence (P06280 32-429 limits assumed): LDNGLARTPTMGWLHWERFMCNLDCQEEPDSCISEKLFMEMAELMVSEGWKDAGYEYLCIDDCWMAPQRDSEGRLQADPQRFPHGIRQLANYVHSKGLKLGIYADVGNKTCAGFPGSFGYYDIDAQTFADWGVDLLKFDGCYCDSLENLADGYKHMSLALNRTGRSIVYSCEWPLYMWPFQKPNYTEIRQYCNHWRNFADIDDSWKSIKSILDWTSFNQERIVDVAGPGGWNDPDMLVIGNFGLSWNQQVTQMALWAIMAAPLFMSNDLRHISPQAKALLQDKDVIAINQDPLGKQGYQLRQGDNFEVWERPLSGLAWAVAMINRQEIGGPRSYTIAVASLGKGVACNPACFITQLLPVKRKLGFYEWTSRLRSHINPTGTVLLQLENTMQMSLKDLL
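Human spleen homogenate (1 ug) as enzyme source, 4-methylumbelliferyl-alpha-D-galactopyranoside 1 mM final, citrate/phosphate pH 5.0 with 0.01% Tween-20. Compounds 40 min at 37C, NaOH/glycine stop; fluorescence Ex 365/Em 440, Hill-fit AC50.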
* = called active by the depositor; ? = inconclusive; . = no result given; [ ] = another dose, or the depositor's remark. The call rests on the fitted dose curve; in most records, active means well fitted curve in the direction sought with a large enough effect; inconclusive means small, poorly fitted or top-dose-only effect, or another doubt; inactive means no such curve, though single readings can be large; an effect the other way counts as inactive or inconclusive. Potency means the concentration at half of the fitted maximal effect.

(1) NC(=O)C1CCCN(CCc2ccccc2)C1 (stereo unspecified)
(2) CC(OC(=O)c1cc2sccc2n1C)C(=O)NCc1ccc2c(c1)OCO2 (stereo unspecified)
(3) COc1cc(Cn2c(-c3ccc(O)c(OC)c3)nc3ccccc32)ccc1O
(4) CCOC(=O)NC(=O)C(=CNNc1ncc(C(F)(F)F)cc1Cl)C(=O)NC(=O)OCC
(5) Cc1cccc(-c2nc3c4ccccc4nc(NCc4ccccc4Cl)n3n2)c1
(6) CCCN1CCC(=NNC(=O)c2ccc(Br)o2)CC1
(7) C/C(=N\NC(=S)NC1CCCCC1)c1ccc(C)o1
(8) CC1=NN(c2ccccc2)C(=O)/C1=C\c1cc(C)n(C)c1C

assay / compound | 1 | 2 | 3 | 4 | 5 | 6 | 7 | 8
HTT ATP protect | -9% | 15%[10 µM] | 37%[10 µM] | -53%[inhibitor][10 µM] | . | -18% | -20% | -2%[10 µM]
GAA glycogen mod | 5% | 2% | 28µM* | -2% | -2%[76.3 µM] | -24% | ? | 2%
Tau fibril FP | -1% | -5% | 11% | 0% | -7% | 4% | 6% | ?
Tau fluor cs | -1% | -8% | -13% | 1% | -11% | 2% | -24% | -13%
GAA inhib | 5% | -1% | . | -2% | . | 0% | -3% | .
Tau ThT inhib | -2% | -10% | . | -2% | 6% | -13% | -18% | 3.5µM*
GAA spleen mod | 2% | -4% | 4% | 2% | . | -3% | 0% | 11%
GLA spleen mod | 7% | ? | 7% | 11% | . | 2% | -5% | 7%

(9) COCCN=c1scc(-c2ccco2)n1/N=C/c1ccc(O)c(O)c1O
(10) CC(C)NC(=O)c1cnc(N2CCN(c3ccccn3)CC2)c2ccccc12
(11) CCC(C(=O)N1CCN(c2ncccn2)CC1)c1ccccc1 (stereo unspecified)
(12) CCOc1ccc(C(=O)c2oc3ccccc3c2NC(=O)Cc2coc3cc(C)cc(C)c23)cc1
(13) COCCNC(=O)c1noc2c1CCc1cc(OC)ccc1-2
(14) COCCn1c(SCC(=O)Nc2ccc(Cl)c(S(=O)(=O)N(C)C)c2)nc2ccccc21
(15) CC(C)(C)c1ccc(CSc2nc3c(c(=O)[nH]2)CCCC3)cc1
(16) CCn1c(COc2cccc(C)c2C)nnc1SCC(=O)Nc1cc(C)on1

assay / compound | 9 | 10 | 11 | 12 | 13 | 14 | 15 | 16
HTT ATP protect | ? | -9% | 7%[10 µM] | . | -51%[inhibitor] | -9% | . | -13%[10 µM]
GAA glycogen mod | 2% | 7% | -5% | 8%[76.3 µM] | 12% | -2% | 4%[76.3 µM] | 8%
Tau fibril FP | 25µM* | 8% | -3% | -13% | 3% | -3% | ? | -4%
Tau fluor cs | ? | -13% | 6% | -20% | 3% | ? | -11% | -3%
GAA inhib | -3% | -3% | . | . | 4% | -14% | . | -2%
Tau ThT inhib | 13µM* | ? | . | -10% | -5% | -4% | 7% | -6%
GAA spleen mod | -3% | -8% | 5% | . | -2% | -4% | . | -1%
GLA spleen mod | -8% | -4% | 2% | . | -4% | -4% | . | 0%

(17) Cc1ccc2c(c1)c(=O)c(C(=O)c1ccc3c(c1)OCO3)cn2Cc1cccc(F)c1
(18) Cc1ccc(S(=O)(=O)N[C@H](C(=O)N2CCC(C(=O)NCC(=O)O)CC2)C(C)C)cc1
(19) CCOc1ccc(Cn2c(SCCCCC#N)nc3c2c(=O)n(C)c(=O)n3C)cc1OCC
(20) Cc1ccc2c(c1)N(CCC(=O)NC(C)C)C(=O)CO2
(21) Cn1cnnc1Sc1cc(N2CCN(S(=O)(=O)c3ccccc3)CC2)ccc1[N+](=O)[O-]
(22) CCN(CC)S(=O)(=O)C1CCS(=O)(=O)C1 (stereo unspecified)
(23) CCCSc1oc(-c2cccs2)nc1S(=O)(=O)c1ccc(Cl)cc1
(24) O=C(N/N=C/c1ccccn1)c1cc(-c2ccc(Cl)cc2)nc2ccccc12

assay / compound | 17 | 18 | 19 | 20 | 21 | 22 | 23 | 24
HTT ATP protect | . | -11% | 0% | 9% | -43%[10 µM] | -12% | . | .
GAA glycogen mod | 11%[76.3 µM] | -2% | -2% | 0% | 3% | 6% | 3%[76.3 µM] | -5%
Tau fibril FP | 0% | -3% | 3% | -5% | 1% | -1% | -10% | -22%
Tau fluor cs | -9% | -1% | -12% | -7% | -16% | 3% | -30% | ?
GAA inhib | . | 0% | ? | -9% | ? | 11% | . | -3%
Tau ThT inhib | -6% | 3% | -20% | -7% | ? | 5% | -11% | -12%
GAA spleen mod | . | -8% | 2% | -7% | -8% | 1% | . | 1%
GLA spleen mod | . | -9% | 2% | 8% | -5% | 1% | . | 1%

(25) COc1ccc(N(CC(=O)N2CCN(C)CC2)S(C)(=O)=O)cc1OC
(26) CNC(=O)c1cc2cc(Br)ccc2s1
(27) CCc1nc2ccccc2n1CC(=O)N1CCN(S(=O)(=O)c2cccc(C(F)(F)F)c2)CC1
(28) CCCOc1cccc(C(=O)Nc2cc(-c3ccccc3)no2)c1
(29) Cc1c2cnn(CC(=O)N3CCN(c4ncccn4)CC3)c(=O)c2c(C)n1Cc1ccc(F)cc1
(30) COc1ccc(/C=N/NC(=O)c2cc(-c3cccnc3)nc3ccccc23)c(OC)c1
(31) Cc1nc2ccccc2n1-c1ccccc1
(32) Cc1ccc(Cl)cc1NC(=S)N(CCCN1CCOCC1)Cc1ccccn1

assay / compound | 25 | 26 | 27 | 28 | 29 | 30 | 31 | 32
HTT ATP protect | 1%[10 µM] | 19%[10 µM] | 10%[10 µM] | . | 33%[10 µM] | 0% | -15% | .
GAA glycogen mod | 1% | 4% | 0% | 4%[76.3 µM] | -1% | 1% | 11% | -3%
Tau fibril FP | -4% | 8% | 4% | ? | -3% | ? | 4% | 6%
Tau fluor cs | -4% | -2% | -4% | ? | -12% | -21% | -1% | -4%
GAA inhib | 4% | -1% | -7% | . | 0% | -2% | -3% | -2%
Tau ThT inhib | -12% | -13% | -3% | -5% | -12% | -3% | -1% | -1%
GAA spleen mod | -4% | 6% | 0% | . | -4% | -5% | -9% | -16%
GLA spleen mod | -3% | 4% | 4% | . | 6% | -9% | -19% | -15%

Given with bars between the fields: entries from further up.
# | structure | HTT ATP protect | GAA glycogen mod | Tau fibril FP | Tau fluor cs | GAA inhib | Tau ThT inhib | GAA spleen mod | GLA spleen mod
28 | CCCOc1cccc(C(=O)Nc2cc(-c3ccccc3)no2)c1 | . | 4%[76.3 µM] | ? | ? | . | -5% | . | .
32 | Cc1ccc(Cl)cc1NC(=S)N(CCCN1CCOCC1)Cc1ccccn1 | . | -3% | 6% | -4% | -2% | -1% | -16% | -15%
30 | COc1ccc(/C=N/NC(=O)c2cc(-c3cccnc3)nc3ccccc23)c(OC)c1 | 0% | 1% | ? | -21% | -2% | -3% | -5% | -9%
26 | CNC(=O)c1cc2cc(Br)ccc2s1 | 19%[10 µM] | 4% | 8% | -2% | -1% | -13% | 6% | 4%
25 | COc1ccc(N(CC(=O)N2CCN(C)CC2)S(C)(=O)=O)cc1OC | 1%[10 µM] | 1% | -4% | -4% | 4% | -12% | -4% | -3%
29 | Cc1c2cnn(CC(=O)N3CCN(c4ncccn4)CC3)c(=O)c2c(C)n1Cc1ccc(F)cc1 | 33%[10 µM] | -1% | -3% | -12% | 0% | -12% | -4% | 6%
27 | CCc1nc2ccccc2n1CC(=O)N1CCN(S(=O)(=O)c2cccc(C(F)(F)F)c2)CC1 | 10%[10 µM] | 0% | 4% | -4% | -7% | -3% | 0% | 4%

Following part
(33) CCOc1ccc(CNC(=O)CCS(=O)(=O)Cc2ccc(C)cc2)cc1OC
(34) CCOC(=O)c1sc(NCCNc2nc(C)c(C(=O)OCC)s2)nc1C
(35) Cc1nc(C(F)(F)F)c(C(=O)N/N=C(\N)c2ccccn2)s1
(36) O=C(CSc1nn(-c2ccc(Cl)cc2)c(=S)s1)NCC1CCCO1 (stereo unspecified)
(37) COCCn1c(=O)[nH]c2cc(C(=O)NCCN3CCN(c4ccccc4F)CC3)ccc2c1=O
(38) COc1cccc(NC(=O)c2ccc(CN3CCOCC3)cc2)c1
(39) O=C1c2ccccc2C(=O)C1c1ccnc2ccccc12
(40) S=c1[nH]nc(-c2cccc(Cl)c2)n1/N=C/c1ccco1

assay / compound | 33 | 34 | 35 | 36 | 37 | 38 | 39 | 40
HTT ATP protect | 11%[10 µM] | -2% | -164%[inhibitor] | -40%[10 µM] | -4% | -80%[inhibitor][10 µM] | -75%[inhibitor][10 µM] | -7%[10 µM]
GAA glycogen mod | -3% | 3% | 3% | 0% | 6% | -14% | -4% | -6%
Tau fibril FP | -3% | 1% | -5% | -2% | ? | 13% | -4% | -10%
Tau fluor cs | -6% | 1% | -1% | -13% | -14% | 3% | -7% | ?
GAA inhib | 3% | -3% | -6% | -1% | ? | -1% | -11% | .
Tau ThT inhib | -11% | -7% | -8% | -6% | -24% | -2% | 1.8µM* | .
GAA spleen mod | 3% | 4% | 4% | -9% | 11% | 4% | -4% | -8%
GLA spleen mod | 1% | 2% | -2% | -1% | 15% | 2% | -5% | -9%

(41) Cc1cccc(N2CCN(CC(=O)NCC3CCCCC3)CC2)c1C
(42) O=C(CSc1ncccn1)NC1CCCc2ccccc21 (stereo unspecified)
(43) COC(=O)c1c(SCC(=O)Nc2cc(C)cc(C)c2)[nH]c2ccccc2c1=O
(44) N=C1/C(=C/c2cccn2Cc2ccc(Cl)cc2)C(=O)N=C2SC=CN12

assay / compound | 41 | 42 | 43 | 44
HTT ATP protect | -8%[10 µM] | -1% | . | -1%[10 µM]
GAA glycogen mod | -11% | -1% | 6%[76.3 µM] | 0%
Tau fibril FP | 0% | -2% | 1% | -14%
Tau fluor cs | -7% | -8% | ? | -22%
GAA inhib | -3% | 2% | . | -3%
Tau ThT inhib | -19% | -10% | ? | ?
GAA spleen mod | 2% | 1% | . | -1%
GLA spleen mod | 3% | 0% | . | 5%

An unsorted share of the library; overall some 3.3% were active at least once.
